# DENV2 CPE rescue = inhibitors of DENV2 cytopathic effect, primary screen, cell-based, plate reader, single concentration. AID 651640, 2012. actives 1.7% (n = 350,000). DENV2-infected cells, cytopathic effect rescue. CPE inhibition, % at 9.99 µM; in the data active = CPE inhibition above about 20%, passing the limit was not always enough; inconclusive = no clear call, values can overlap the other calls; tested in BHK-21 cells;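 also: 0% = median of neutral control wells and 100% = median of positive control wells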
# ERAP1 inh = human ERAP1 aminopeptidase inhibitors, primary screen, biochemical, single point, plate reader; Endoplasmic reticulum aminopeptidase 1 (Homo sapiens), Q9NZ08; recombinant ERAP1, Leu-AMC fluorescence, 60 min; inhibition, % at 10.7 µM; actives 0.15% (n = 340,000); AID 652197, 2013;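 active = mean replicate inhibition of at least 30%, or all replicates individually reaching that 30% level; inactive = mean below 30% and not every replicate reaching it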;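 also: 0% = neutral control wells and 100% = L-leucinethiol positive control wells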
# F508del corr = F508del CFTR correction, initial screen, CFBE line, single point; CFBE cells, YFP halide quenching; stimulated with forskolin plus potentiator P3; % fluorescence drop versus neutral controls; activity (quench increase), % at 7.58 µM; actives 0.36% (n = 350,000); AID 720511, 2013;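 active = mean added fluorescence quench of at least 8% versus neutral control, with both replicates also reaching 8%; inconclusive = only one of the mean or replicate conditions met; inactive = mean below 8% and not both replicates reaching 8%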;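 also: cells transiently co-express mutant CFTR-F508del with the halide-sensitive YFP; corrector assay measuring rescue of mutant channel to the surface after 24 h compound exposure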
# CASP6 VEID inh = human caspase-6 inhibitors, primary screen, biochemical, VEID-R110 fluorescence, single point, set 2 | P55212 | purified caspase-6, Z-VEID-R110 cleavage fluorescence | inhibition, % at 12.5 µM | actives 0.53% (n = 350,000);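 active = mean inhibition across replicates at least about 35%, with every replicate also reaching that limit, limit read from the data; inconclusive = only one of the two criteria met; inactive = neither criterion met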;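 also: 0% = median of neutral control wells and 100% = no fluorescence left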
# Target sequence (P55212 24-179 limits assumed): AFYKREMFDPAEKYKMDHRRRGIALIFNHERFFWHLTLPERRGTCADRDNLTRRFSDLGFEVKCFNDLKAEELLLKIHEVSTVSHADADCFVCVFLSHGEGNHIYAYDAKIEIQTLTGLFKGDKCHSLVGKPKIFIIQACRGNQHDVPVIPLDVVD
# Target sequence (P55212 194-293 limits assumed): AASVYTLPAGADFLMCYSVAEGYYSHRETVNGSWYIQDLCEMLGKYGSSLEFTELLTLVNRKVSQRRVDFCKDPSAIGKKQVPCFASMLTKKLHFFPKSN
# SIRT5 block = SIRT5 desuccinylase inhibitors, primary screen, biochemical, fluorescence imaging, single point, set 5; AID 652115, 2013; actives 1.1% (n = 330,000); Purified SirT5, succinyl-peptide AMC, trypsin-coupled fluorescence; NAD-dependent protein deacylase sirtuin-5, mitochondrial (Homo sapiens), Q9NXA8; inhibition, % at 15 µM; in the data active = inhibition above about 15%; inconclusive = no clear call, values can overlap the other calls
# Target sequence (Q9NXA8 whole entry, looked up): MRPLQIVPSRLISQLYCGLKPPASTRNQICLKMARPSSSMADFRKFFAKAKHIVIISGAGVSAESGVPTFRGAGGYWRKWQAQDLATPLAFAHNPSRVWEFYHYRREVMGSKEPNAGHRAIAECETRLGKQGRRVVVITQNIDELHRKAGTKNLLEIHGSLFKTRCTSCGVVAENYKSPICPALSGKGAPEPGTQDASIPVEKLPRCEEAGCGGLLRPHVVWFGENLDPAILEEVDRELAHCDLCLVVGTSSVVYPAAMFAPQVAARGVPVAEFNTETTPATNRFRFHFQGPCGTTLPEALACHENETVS
# ERp5 block = inhibitors of ERp5-driven insulin aggregation, primary screen, biochemical, turbidity, absorbance 650 nm, single point; actives 0.05% (n = 350,000); 90 min; inhibition, % at 9.99 µM; Protein disulfide-isomerase A6 (Homo sapiens), Q15084;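 active = mean replicate inhibition above about 25%, with every replicate also reaching it, limit read from the data, passing the limit was not always enough; inconclusive = only one of those two criteria met; inactive = neither criterion met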
# Target sequence (Q15084 whole entry, looked up): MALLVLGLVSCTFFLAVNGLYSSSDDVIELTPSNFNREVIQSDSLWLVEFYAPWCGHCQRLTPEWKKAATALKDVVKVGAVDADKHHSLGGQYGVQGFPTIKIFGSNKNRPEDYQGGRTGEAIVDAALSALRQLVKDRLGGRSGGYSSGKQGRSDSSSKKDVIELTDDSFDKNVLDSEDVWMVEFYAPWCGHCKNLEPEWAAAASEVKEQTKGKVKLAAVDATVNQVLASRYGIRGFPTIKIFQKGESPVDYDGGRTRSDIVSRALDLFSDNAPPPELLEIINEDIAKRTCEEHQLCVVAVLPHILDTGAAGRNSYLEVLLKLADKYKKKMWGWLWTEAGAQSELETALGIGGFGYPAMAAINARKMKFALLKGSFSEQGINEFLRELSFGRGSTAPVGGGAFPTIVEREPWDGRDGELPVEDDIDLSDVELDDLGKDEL
# miR-122 sensor = miR-122 Renilla sensor signal increase in Huh7, primary screen, miR-122 inhibitor project, cell-based, single point, plate reader; Huh7 miR-122 Renilla luciferase sensor, 48 h; neutral wells = 0, positive control = 100; activation (reporter increase), % at 12.5 µM; actives 0.3% (n = 340,000); AID 602342, 2012;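 active = mean replicate activation score at least 90 and every replicate individually at or above 90; inconclusive = only one of the two criteria met; inactive = neither criterion met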;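 also: higher luciferase means less miR-122 activity so hits act as miR-122 inhibitors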
# Active calls of the source: *; u = inconclusive; x = no result given; [ ] = remark or other dose. No enrichment for hits; any-hit rate near 4%.
entry	compound	DENV2 CPE rescue	ERAP1 inh	F508del corr	CASP6 VEID inh	SIRT5 block	ERp5 block	miR-122 sensor
1	C[C@@H]1CCCCO[C@H](CN(C)S(=O)(=O)c2cccs2)[C@@H](C)CN([C@@H](C)CO)C(=O)c2cc(NC(=O)C3CCCCC3)ccc2O1	-3	0	1.2	-4	6	-6	12[16.7 µM]
2	C[C@@H]1CN([C@@H](C)CO)C(=O)c2cccc(NC(=O)Nc3ccc4c(c3)OCO4)c2O[C@H]1CN(C)Cc1ccc(Cl)c(Cl)c1	3	-1	-0.3	1	6	-2	16[16.7 µM]
3	CCOC(=O)C1CCCN(C(=O)c2cc(Cl)ccc2NC(=O)C2=C(C)OCCS2)C1 (stereo not given)	0	3	-1.7	5	-6	9	4
4	CSC(=S)N/N=C(\C)c1ccccc1	-5	-4	0.8	1	-7	2	9
5	CCOc1ccc(NC(=O)COC(=O)CCC(=O)c2cccs2)cc1	-3	0	2.5	-1	0	2	x
6	CCN1CCCC1CNC(=O)c1[nH]c2ccc(OC)cc2c1C (stereo not given)	-3	4	-4.3	-12	-8	-3	-5
7	COc1ccc2cc(CCNC(=O)c3ccc(S(=O)(=O)N4CCOCC4)cc3)c(=O)[nH]c2c1	-3	-2	-0.5	3	3	1	12
8	O=C(Nc1ccccc1)N1CCCCN2[C@H](CO)[C@H](c3ccc(C#Cc4ccccc4)cc3)[C@H]2C1	-7	3	-7.0	0	13	-2	-19[16.7 µM]
9	COc1ccc(C)cc1NC(=O)C(OC(=O)c1ccc([N+](=O)[O-])o1)c1ccccc1 (stereo not given)	2	-2	1.7	1	-2	-3	x
10	O=Cc1ccc([B-](F)(F)F)s1	-3	x	-0.4	4	-2	9	-4
11	CN1C(=O)/C(=C/c2ccc(C(=O)Nc3ccc(O)cc3C(=O)O)cc2)SC1=S	-2	2	-3.3	33	28*	17	2
12	CCOc1cc(C(=O)OCC(=O)Nc2c(C)cccc2C)ccc1OCC(=O)N1CCOCC1	-6	-4	-0.8	3	0	-5	x
13	COc1ccc(CN(C)C[C@H]2OCCCC[C@H](C)Oc3ccc(NC(=O)Nc4c(C)noc4C)cc3C(=O)N([C@@H](C)CO)C[C@@H]2C)cc1	0	-3	-0.1	0	2	-9	5[16.7 µM]
14	Cc1cc(C)nc(NC(=S)NC(=O)c2ccccc2)n1	1	-1	-1.8	0	-2	-1	4
15	Cc1ccccc1C(O)c1ccncc1 (stereo not given)	7	4	-1.2	1	1	0	x
16	O=C(NCc1cccc(C(F)(F)F)c1)C1CC(c2ccccc2[N+](=O)[O-])=NO1 (stereo not given)	10	-4	2.4	0	-6	-7	3
17	CCN(CC)C(=O)Cn1cc(/C=C(\C#N)C(=O)NC2CC2)c2ccccc21	1	7	-0.2	0	-3	-2	-3
18	C[C@H](CO)N1C[C@H](C)[C@H](CN(C)C(=O)Nc2ccccc2)Oc2c(NC(=O)C3CC3)cccc2C1=O	-3	3	1.6	-1	-4	-7	-9[16.7 µM]
19	COC(C(=O)N/N=C(\C)c1ccc(C(C)(C)C)cc1)c1ccccc1 (stereo not given)	-7	14	-11	-2	-4	9	-3
20	O=C(O)CC(C(=O)O)N1C(=O)/C(=C/C=C/c2ccco2)SC1=S (stereo not given)	5	26	-0.3	81*	30*	7	-7
21	Cc1cc(-c2ccccc2)c2ccc(NC(=O)C(C)(C)C)nc2n1	4	2	1.6	3	-6	-5	x
22	COc1ccc(Cc2noc(CN3CCCC(C(=O)c4cccs4)C3)n2)cc1OC (stereo not given)	6	2	-0.6	2	1	-4	x
23	Cc1ccc(S(=O)(=O)Nc2ccc(S(=O)(=O)NCC3CCCO3)cc2)cc1 (stereo not given)	0	-1	0.8	5	1	1	0
24	Nc1nc(O)c(Sc2ccccc2[N+](=O)[O-])c(=O)[nH]1	4	9	-0.2	8	-6	1	-1
25	COC(=O)NC(C)N1C(=O)C2C3C=CC(C3)C2C1=O (stereo not given)	1	0	0.3	-1	0	-7	x

# Single records (already shown). Values in the order: DENV2 CPE rescue, ERAP1 inh, F508del corr, CASP6 VEID inh, SIRT5 block, ERp5 block, miR-122 sensor
# `O=C(Nc1ccccc1)N1CCCCN2[C@H](CO)[C@H](c3ccc(C#Cc4ccccc4)cc3)[C@H]2C1` as listed: -7, 3, -7.0, 0, 13, -2, -19[16.7 µM]
# `C[C@@H]1CN([C@@H](C)CO)C(=O)c2cccc(NC(=O)Nc3ccc4c(c3)OCO4)c2O[C@H]1CN(C)Cc1ccc(Cl)c(Cl)c1` as listed: 3, -1, -0.3, 1, 6, -2, 16[16.7 µM]

# Next results:
entry	compound	DENV2 CPE rescue	ERAP1 inh	F508del corr	CASP6 VEID inh	SIRT5 block	ERp5 block	miR-122 sensor
26	O=C(c1ccc(F)cc1)N1CC2(C1)[C@H](c1ccccc1)[C@@H](CO)N2Cc1ccccn1	-9	-16	0.8	5	0	-2	x
27	COc1cccc(-c2ccc3c(c2)[C@@H]2[C@@H](CCN2S(=O)(=O)c2ccccc2OC)[C@H](CO)N3)c1	-19	0	1.3	-1	6	-1	-4[16.7 µM]
28	CCNC(=O)C[C@H]1CC[C@@H]2[C@@H](COc3ccc(NC(=O)c4cc(C)on4)cc3C(=O)N2C)O1	1	-1	0.3	-4	5	-1	-2[16.7 µM]
29	CCOC(=O)C(=NO)C1=CSC2=NNC(C)(C)N12	-5	2	-1.4	7	3	0	-7
30	Cc1ccc(S(=O)(=O)N2C[C@@H](O)COC[C@@H]3O[C@@H](CC(=O)NCc4ccc5c(c4)OCO5)CC[C@H]32)cc1	-1	-2	-1.7	-3	4	-4	1[16.7 µM]
31	COc1ccc(C(CNC(=O)CNC(=O)c2ccc(F)cc2)N2CCCC2)cc1 (stereo not given)	-3	1	0.7	1	-2	-3	-8
32	Cc1ccc(C(=O)Nc2cccc(C(F)(F)F)c2)cc1Nc1cnccn1	-1	0	10*	0	x	-2	6
33	O=C(Nc1cc(Cl)cc(Cl)c1)N1CCCC1	-3	1	1.8	-8	-2	-1	-7
34	CCCCC[C@@H](C)N1C[C@@H](COCc2ccccc2)Oc2cc(N3CC[C@@H](N(C)C)C3)ccc2S1(=O)=O	10	x	-1.3	-4	-2	-1	x
35	C/C(=N\NC(=O)CNC(=O)c1ccccc1Br)c1ccco1	-8	1	0.6	2	-1	0	6
36	CCn1c(-c2sc(-c3ccccc3)nc2C)n[nH]c1=S	3	20	2.8	2	-4	-3	x
37	O=C(C[C@H]1C[C@@H]2c3cc(NC(=O)NC4CCCC4)ccc3O[C@@H]2[C@@H](CO)O1)NCc1cc(F)ccc1F	2	x	-3.8	x	x	x	1[16.7 µM]
38	COc1ccc2c3c(n(C)c2c1)[C@H](CO)N(C(=O)Nc1ccc(F)cc1)CC31CCN(C(=O)c2ccccc2F)CC1	-11	3	6.0	1	-1	-3	x
39	CCCCNC(=O)C[C@@H]1C[C@@]2(C(=O)OCC)CCC=C2N(Cc2ccc3c(c2)OCO3)C1=O	-10	-4	-2.2	2	-4	-1	x
40	O=C(CC1SC(N2CCCC2)=NC1=O)Nc1ccc(C(=O)NCc2ccccc2F)cc1 (stereo not given)	-14	-1	1.1	3	x	2	2
41	CN(C)C(=O)CS(=O)(=O)c1ccc(Cl)cc1	4	0	1.6	2	-2	2	x
42	NC(=S)N/N=C/c1ccc(/C=N/NC(N)=S)cc1	-1	-2	-5.5	2	9	3	-1
43	COc1ccc(C)cc1S(=O)(=O)N1CCCC(C(=O)NCc2ccccn2)C1 (stereo not given)	u	-5	-2.7	-1	11	-5	x
44	C[C@H]1CN([C@@H](C)CO)C(=O)c2cccc(NS(=O)(=O)c3ccc(F)cc3)c2O[C@@H]1CN(C)C(=O)NC1CCCCC1	8	0	0.0	-2	x	3	-6[16.7 µM]
45	CC1CCc2sc(C(=O)NNC(=O)c3ccncc3)cc2C1 (stereo not given)	8	0	2.7	3	-1	-5	x
46	CC1CCN(S(=O)(=O)c2ccc3[nH]cc(C(=O)NCCN4CCOCC4)c(=O)c3c2)CC1	x	1	x	2	-3	1	x
47	COC(=O)CC1NCCc2cc(OC)c(OC)cc21 (stereo not given)	1	0	-1.1	0	-2	3	x
48	Fc1ccccc1/C=N/Nc1ncnc2nc[nH]c12	11	1	2.3	-1	10	-5	5
49	CCCC#Cc1ccc([C@@H]2[C@H](CO)N3C(=O)CN(C(=O)c4ccc(F)cc4)C[C@@H]23)cc1	-5	3	-1.6	1	-2	3	x
50	CCn1c(SCC(=O)NNC(=O)c2ccccc2)nnc1-c1ccco1	2	-1	2.4	7	-1	-3	4
51	CCCNC(=O)C1(C)CCCN(C(=O)c2cc(C)n(C(C)(C)C)n2)C1 (stereo not given)	u	-4	-4.4	0	x	4	-1
52	Cc1ccc(Nc2c(-c3ccc(N4CCOCC4)cc3)nc3ncccn23)c(C)c1	-10	5	-0.6	-1	x	3	-3
53	CN(Cc1c(C(=O)N/N=C/c2cccc(O)c2)nnn1-c1nonc1N)C1CCCCC1	-6	3	-0.2	4	1	-2	-8
54	CS(=O)(=O)N1CC(=O)N2[C@H](C1)[C@H](c1ccc(C#CCC3CCCC3)cc1)[C@@H]2CO	-8	0	-0.3	1	-5	-2	x
55	Nc1nnnn1/N=C/c1ccccc1	0	1	2.3	1	-3	3	1
56	Nc1nn2cc(-c3ccc(Br)cc3)nc2c2ccccc12	-6	-3	0.5	1	-1	4	5
57	N#CCCN(Cc1cccnc1)C(=S)NCc1ccco1	2	0	-0.3	-2	1	-2	x
58	C[C@@H]1CN([C@@H](C)CO)S(=O)(=O)c2ccc(C#CCN(C)C)cc2O[C@H]1CN(C)C(=O)CC1CC1	2	3	-1.3	0	2	6	4[16.7 µM]
59	C#Cc1ccc(NC(=O)C2(C)CCN2C(=O)Cc2ccc(C(C)(C)C)cc2)cc1 (stereo not given)	u	0	0.8	0	x	4	-12
60	Cc1ccccc1N1CC(C(=O)Nc2nnc(SCc3ccccn3)s2)CC1=O (stereo not given)	-5	-4	-2.3	-2	1	-1	x
61	C[C@H]1CN([C@@H](C)CO)S(=O)(=O)c2ccc(C#Cc3cccc(F)c3)cc2O[C@H]1CN(C)S(=O)(=O)c1ccccc1F	0	1	2.0	-1	42*	12	-7[16.7 µM]
62	CC(C)NC(=O)Nc1ccc2c(c1)C(=O)N([C@H](C)CO)C[C@@H](C)[C@@H](CN(C)C(=O)Cc1ccccc1)OCCCC[C@H](C)O2	-1	0	0.9	-2	-1	-2	-11[16.7 µM]

# An excerpt from above in order of their number in DENV2 CPE rescue, highest first.
entry	compound	DENV2 CPE rescue	ERAP1 inh	F508del corr	CASP6 VEID inh	SIRT5 block	ERp5 block	miR-122 sensor
57	N#CCCN(Cc1cccnc1)C(=S)NCc1ccco1	2	0	-0.3	-2	1	-2	x
55	Nc1nnnn1/N=C/c1ccccc1	0	1	2.3	1	-3	3	1
62	CC(C)NC(=O)Nc1ccc2c(c1)C(=O)N([C@H](C)CO)C[C@@H](C)[C@@H](CN(C)C(=O)Cc1ccccc1)OCCCC[C@H](C)O2	-1	0	0.9	-2	-1	-2	-11[16.7 µM]
56	Nc1nn2cc(-c3ccc(Br)cc3)nc2c2ccccc12	-6	-3	0.5	1	-1	4	5

# Screening data (PubChem)
